# sdo1 growth – sdo1-depleted yeast growth rescue. S. cerevisiae sdo1-depleted JHY4D growth rescue, OD600 30 h; hits give high values; pdr5 snq2 efflux-pump mutant strain. z-score at 10 µM. 140,000 tested, 0.21% active. AID 817;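 active = z-score above 3 at both the 24 hr and the 30 hr optical density reads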;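 note: z-score against mean and SD of all compound wells on the same plate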
# INS promoter inh – TRM-6 insulin promoter activity inhibition | inhibition, % at 2 µM | AID 1273 | 130,000 tested, 0.9% active | TRM-6 cells (human fetal islet line), insulin promoter-eGFP reporter, imaging; reporter expression induced with tamoxifen;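 active = inhibition above the mean plus 3 SD, with well images judged a real hit on visual review, cut at about 60% in these data, passing the limit was not always enough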
# sdo1 growth Rescue 24 h – recorded beside sdo1 growth, whose call it bears; z-score; S. cerevisiae sdo1-depleted JHY4D growth rescue, OD600; measured here: growth rescue at 24 h;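 0 is the plate mean of compound wells and units are plate SD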
# Starred values were filed as active, the others as inactive; . = not tested or not shown. The list is partial; count on the stated rates, not on these rows.
# Sample of the layout:
SMILES,sdo1 growth,sdo1 growth Rescue 24 h,INS promoter inh
CCN(CC)C(=O)c1ccc(NC(=O)COc2ccc([N+](=O)[O-])cc2Cl)cc1,-0.35,-0.84,-8
O=C(c1ccccc1F)c1cn(CC(=O)N2CCCCC2)c2ccccc12,0.46,0.27,3

# The listing, previewed entries included:
SMILES,sdo1 growth,sdo1 growth Rescue 24 h,INS promoter inh
CCN(CC)C(=O)c1ccc(NC(=O)COc2ccc([N+](=O)[O-])cc2Cl)cc1,-0.35,-0.84,-8
O=C(c1ccccc1F)c1cn(CC(=O)N2CCCCC2)c2ccccc12,0.46,0.27,3
COc1cccc(CCNCc2ccc(SC)cc2)c1,0.95,0.27,.
CN(C)CC1CSCCC1(O)c1ccc(C(F)(F)F)cc1 (stereo not given),0.05,-0.46,24
Cc1cc(OCC(=O)OC(C)C)c2c3c(c(=O)oc2c1)CCCC3,-0.82,-0.41,.

# Complete entries, quoted from the list. Screens in order: sdo1 growth, sdo1 growth Rescue 24 h, INS promoter inh
# Cc1cc(OCC(=O)OC(C)C)c2c3c(c(=O)oc2c1)CCCC3 in the list: -0.82, -0.41, .
# CCN(CC)C(=O)c1ccc(NC(=O)COc2ccc([N+](=O)[O-])cc2Cl)cc1 in the list: -0.35, -0.84, -8
